Bioassay records as filed in PubChem BioAssay.
CDK5 p35 inh: blocks human CDK5/p35 kinase activity; Q00535+Q15078; Recombinant CDK5/p35, ADP-Glo luminescence, 60 min; 330,000 compounds, 0.01% hits; inhibition, % at 10 µM;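 active means highest replicate inhibition of at least 50% and at least 75% of replicates reaching 50%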;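 further: plate controls were DMSO neutral control for no effect and GW8510 at 10 µM for full effect; many of its hits are not listed in these tables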
Target sequence (Q00535 whole entry, looked up): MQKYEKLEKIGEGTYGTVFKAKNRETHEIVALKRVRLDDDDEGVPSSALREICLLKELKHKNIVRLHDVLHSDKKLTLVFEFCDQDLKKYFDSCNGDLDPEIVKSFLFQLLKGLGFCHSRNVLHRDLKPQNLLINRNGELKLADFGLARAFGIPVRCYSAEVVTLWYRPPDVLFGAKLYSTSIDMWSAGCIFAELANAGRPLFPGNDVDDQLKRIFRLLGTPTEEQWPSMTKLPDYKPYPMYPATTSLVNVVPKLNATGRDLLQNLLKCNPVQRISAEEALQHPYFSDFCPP
Target sequence (Q15078 whole entry, looked up): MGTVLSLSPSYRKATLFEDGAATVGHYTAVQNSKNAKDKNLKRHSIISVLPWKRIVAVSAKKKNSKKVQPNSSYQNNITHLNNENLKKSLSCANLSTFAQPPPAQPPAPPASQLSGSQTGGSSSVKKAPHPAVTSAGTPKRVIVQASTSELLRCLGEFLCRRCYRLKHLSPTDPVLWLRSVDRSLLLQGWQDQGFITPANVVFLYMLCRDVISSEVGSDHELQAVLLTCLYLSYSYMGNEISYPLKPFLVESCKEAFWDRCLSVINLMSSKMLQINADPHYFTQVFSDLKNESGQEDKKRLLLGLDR
NSD2 HMT inh: inhibitors of human histone methyltransferase NSD2 | NSD2 peptide methylation, AlphaScreen, 120 min | inhibition, % at 12.5 µM | 310,000 compounds, 0.54% hits; in the data active means inhibition above about 50%
PKA-R1A activ: PKA-R1A complex activation. PKA-R1A dissociation, Cy5-IP20 fluorescence polarization; scaled: DMSO 0%, 113 µM cGMP 100%. P00514+P68181. AID 504707. 340,000 compounds, 0.083% hits. activation, % at 11.4 µM;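 active means percent activation above the mean of all tested compounds plus 3 SD, cut at about 19% in these data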;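 further: higher means more PKAc released from R1A so a rise in polarization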
SR-BI DiI inh: blocks mouse SR-BI lipid uptake from DiI-HDL. ldlA[mSR-BI] CHO cells, DiI-HDL uptake fluorescence, 3 h. inhibition, % at 12.5 µM. 320,000 compounds, 0.96% hits. AID 488896;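 active means mean replicate inhibition of at least 70% and a set share of replicates each scoring 70 or more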;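 further: 0% = median of neutral control wells and 100% = median of positive control wells; values of inactives mirror those of a sister screen read the other way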
Arrestin-AP2 inh: inhibitors of human beta-arrestin and AP2 interaction; inhibition, % at 10 µM; 340,000 compounds, 0.31% hits; FITC-arrestin peptide / GST-AP2 beads, flow cytometry; AP2 beta2 appendage carries R879A mutation; AID 504490;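 active means inhibition above a set limit, near 3 SD of compounds lacking own fluorescence, cut at about 54% in these data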;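 further: plate controls were DMSO wells for no effect and 5 µM unlabelled arrestin peptide for full effect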
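System: GST-tagged AP2 beta2-adaptin appendage (R879A) on 4 µm glutathione beads / Reagent: FITC-arrestin peptide, 50 nM / Detection: HyperCyt-sampled flow cytometry, FL1 channel, ex 488/em 535 nm / Timing: 12 min plus 1 h, RT / Buffer or medium: PBS plus Tween 20 (0.05%) and BSA (0.1%)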
dFosB activator: activators of mouse delta FosB homodimer; P13346; purified delta FosB, TAMRA-CDK5 oligo fluorescence polarization; percent of positive-control signal above neutral wells; activation, % at 25 µM; 340,000 compounds, 0.99% hits; AID 493131;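 active means mean activation above about 17%, with every replicate also reaching it, limit read from the data, passing the limit was not always enough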;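 further: fluorescence polarization rise as delta FosB binds a TAMRA Cdk5 AP-1 oligo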
SUMO Mot1 rescue: SUMOylation pathway inhibition by Mot1-301 growth rescue; 320,000 compounds, 1% hits; growth rescue, % at 18.8 µM; S. cerevisiae Mot1-301 growth rescue, ATP luminescence, 38.5C; percent above DMSO median, 100 means doubled;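 active means every valid replicate shows activation above 250% relative to neutral control wells; inactive means the rest, any valid replicate at or below 250%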;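 further: OY570 slx delta 5 strain wells were the positive control but not used for scaling; some compounds called inactive have numbers as strong as hits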
DSG3 Ab inh: inhibitors of pemphigus antibody binding to human desmoglein-3. DSG3-coupled beads, scFv-anti-DSG3-GFP binding, flow cytometry; stronger effect = lower value. binding (percent of control), % at 10 µM. 310,000 compounds, 0.48% hits;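 active means binding more than 3 SD below its plate's average and above zero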; further: some compounds called inactive have numbers as strong as hits
PKA-R2B activ: activates the human PKA-R2B holoenzyme complex; P22694+P31323; activation, % at 11.4 µM; PKA-R2B holoenzyme dissociation, Cy5-IP20 fluorescence polarization; R2B truncated from residue 108, S112A mutant; 0% DMSO only, 100% 113 µM cGMP; 340,000 compounds, 0.079% hits;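 active means activation above a cutoff set at the mean over all compounds plus 3 SD, cut at about 18% in these data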;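 further: higher means more holoenzyme dissociation and a rise in polarization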
MITF act: activators of MITF-driven TRPM1 promoter activity in SK-MEL-5 cells | SK-MEL-5 TRPM1-promoter luciferase, 24 h; % of positive control, neutral wells = 0 | activation, % at 12.5 µM | 300,000 compounds, 0.75% hits | AID 588334;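 active means mean activation of at least 80% with every replicate also reaching 80%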;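 further: 0% = neutral control wells and 100% = parthenolide positive control wells; values of inactives mirror those of a sister screen read the other way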
SR-BI DiI-HDL act: activators of SR-BI mediated HDL lipid uptake. CHO ldlA[mSR-BI] cells, DiI-HDL uptake fluorescence, 3 h; 100 = double the neutral-control signal. activation, % at 12.5 µM. 320,000 compounds, 0.096% hits;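 active means mean replicate activation of at least 60% and every replicate at or above 60%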;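 further: 0% = median plate neutral-control signal and 100% = twice that signal; values of inactives mirror those of a sister screen read the other way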
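System: CHO ldlA[mSR-BI] cells / Medium: HEPES-buffered (25 mM, pH 7.4) F12 plus 0.5% BSA / Probe or stimulus: labelled HDL, 10 µg/mL / Doses: single compound concentration, delivered by pin transfer / Schedule: 3 h, 37 °C / Measured by: DiI fluorescence, bottom read / Measure: cell-associated DiI fluorescence as measure of HDL uptake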
Active calls of the source: *; . = no result given.

SMILES | CDK5 p35 inh | NSD2 HMT inh | PKA-R1A activ | SR-BI DiI inh | Arrestin-AP2 inh | dFosB activator | SUMO Mot1 rescue | DSG3 Ab inh | PKA-R2B activ | MITF act | SR-BI DiI-HDL act
CC(C)(O)/C=C/C(=O)[C@](C)(O)C1[C@H](O)C[C@@]2(C)C3CC=C4C(C[C@H](O)[C@@H](O)C4(C)C)[C@]3(C)C(=O)C[C@]12C (some centres undefined) | -1.3 | . | -9 | -7 | -4 | -8 | 15 | 101 | -11 | -69 | 7
CC1CC2(O)c3no[n+]([O-])c3CCC2N1O (centres undefined) | 1.8 | -1 | -4 | -1 | -4 | 2 | -3 | 96 | -4 | -1 | 1
Cc1cc(C=C(C#N)C#N)ccc1N1CCCC1 | -0.8 | 1 | -10 | 29 | 14 | -10 | 163 | 106 | -3 | 1 | -29
CCN(CC)c1ccc(C=C2C(=O)NC(=S)NC2=O)cc1 | 0.4 | 6 | -1 | -28 | 12 | -4 | 6 | 109 | -4 | -44 | 28
O=C1NC(=O)C(=Cc2cccc(OCCOc3ccccc3)c2)C(=O)N1 | 2.0 | 7 | 2 | -25 | 14 | -4 | 19 | 95 | 0 | 37 | 25
COC(=O)c1ccccc1N=Cc1c(O)[nH]c(=S)[nH]c1=O | -1.1 | 6 | -7 | -2 | -4 | 2 | -13 | 101 | -11 | -5 | 2
O=C(NC1CCCCC1)[C@@H]1CC=C[C@@H]2CCN(Cc3ccccc3)C(=O)[C@@H]21 | -8.6 | . | 4 | -19 | 2 | 2 | -16 | 107 | -3 | 5 | 19
CCOc1cc(CNCCc2cccc(F)c2)ccc1OC | 0.3 | 6 | 4 | 4 | 30 | 3 | 151 | 98 | 7 | 2 | -4
O=C1NC(=O)C(CCc2ccncc2)(Cc2ccc(OCc3ccccc3)cc2)C(=O)N1 | 0.7 | -3 | 1 | -17 | 16 | -3 | 282 | 90 | -20 | -7 | 17
ClC1=C(Cl)C2(Cl)C3C(Cl)C=CC3C1(Cl)C2(Cl)Cl (centres undefined) | 0.1 | . | -9 | 1 | 6 | -2 | -42 | 102 | -11 | 19 | -1
C(#CCN1CCOCC1)COCC#Cc1ccccc1 | 0.1 | 3 | 1 | 21 | -1 | 1 | 5 | 94 | 9 | 24 | -21
COCCNC(=O)CN1C(=O)C(C)N=C(c2ccccc2)c2cc(Cl)ccc21 (centres undefined) | 0.9 | -1 | -2 | 6 | 9 | -6 | 3 | 104 | -1 | -12 | -6
Cn1c(O)c(/C=C2\N=c3ccccc3=C2CCNC(=S)NC2CC2)c(=O)n(C)c1=O | 0.7 | 22 | 1 | 0 | 34 | -9 | -3 | 112 | 2 | -44 | 0
COc1cccc(CN2CCN(C(=O)Cc3ccccc3OC)CC2)c1 | 1.5 | 3 | -5 | 0 | 4 | -2 | -2 | 118 | -12 | . | 0
FC(F)(F)c1ccc2c(c1)NP(=S)(N1CCOCC1)c1nccn1-2 (centres undefined) | 1.2 | -1 | -4 | -7 | -10 | -4 | 3 | 101 | -11 | -5 | 7
CCN1CCC(NCC2CCCCC2)CC1 | -3.1 | 5 | -8 | 4 | 0 | -6 | 4 | 124 | -8 | . | -4
COc1ccc(-c2nn(CCC#N)cc2C(=O)Nc2ccc(C(C)=O)cc2)cc1 | -7.5 | . | -3 | 18 | 10 | -11 | 7 | 111 | 0 | . | -18
CC1(C)CN=C(Nc2ccccc2C(F)(F)F)S1 | -0.1 | -2 | -9 | -51 | 1 | 0 | 26 | 101 | -6 | . | 51
CCOC(=O)c1cc(C)n(CCc2cnc[nH]2)c1C | -1.5 | 2 | 8 | 1 | 34 | -2 | 717 | . | -6 | 15 | -1
COc1ccc2c(c1O)[C@]13CCN(C)[C@H](C2)[C@@H]1CCC(=O)C3 | -2.3 | 3 | 1 | . | -5 | -2 | 11 | 94 | -11 | -6 | .
O=C(NCc1ccccc1)c1cccn(Cc2cccc(Cl)c2)c1=O | 1.6 | -1 | -8 | -2 | -15 | -5 | 8 | 94 | -3 | -4 | 2
CC1(C)CC(=O)C(C=NCCN2CCN(C(=O)Cc3ccccc3)CC2)=C(O)C1 | 0.9 | 11 | -5 | -26 | 10 | 5 | -11 | 104 | 4 | 0 | 26
CCCCCn1c(N)c(C(=O)NCCN2CCOCC2)c2nc3ccccc3nc21 | -0.6 | -25 | -13 | 6 | 0 | -6 | 23 | 120 | -10 | -2 | -6
CN1C(=O)N(C)C(=O)C(CCc2ccccn2)(CCc2ccccn2)C1=O | -0.5 | -1 | -9 | -12 | -5 | -4 | . | 110 | -3 | 0 | 12
COC(=O)C1=C(c2ccc(-c3ccccc3)c(F)c2)C[C@@H]2CC[C@H]1N2C(=O)N1CCCCC1 | -1.1 | . | 1 | 8 | -3 | 4 | -20 | 98 | -14 | -23 | -8
COc1cc(OC)c(OC)cc1CN1CCN(C(=O)Cc2ccccc2)CC1 | 0.5 | -3 | 7 | 3 | -3 | -4 | 15 | 102 | 0 | -1 | -3
c1cc(CCN2CCCC2)ccn1 | -0.1 | -4 | 3 | . | 29 | -3 | 1 | 99 | -11 | -6 | .
O=CC(Cl)P(=O)(N1CCOCC1)N1CCOCC1 (centres undefined) | -1.3 | -3 | 3 | -14 | 0 | -6 | 2 | 113 | -4 | . | 14
Cc1c(-c2cccc(Cl)c2)nc2ccccc2c1C(=O)N1CCC2(CC1)OCCO2 | 2.2 | 9 | -10 | -13 | -1 | -6 | -30 | . | -10 | -10 | 13
CCOc1cc(/C=C2\C(=O)NC(=O)N(CCc3ccc(F)cc3)C2=O)ccc1O | 0.0 | 53* | -8 | . | 34 | 5 | -9 | 97 | 2 | 0 | .
COc1cc(/C=C2\C(=O)NC(=O)N(CCc3ccc(F)cc3)C2=O)ccc1O | 0.0 | 20 | 2 | 1 | 10 | -5 | 2 | 90 | -7 | -9 | -1
COC(=O)C1=C(c2ccc(OC(F)(F)F)cc2)C[C@@H]2CC[C@H]1N2C(=O)N1CCOCC1 | -0.2 | . | -5 | -2 | 0 | -19 | 6 | 97 | -4 | -12 | 2
c1cc2c(cc1C1OCC3C(c4ccc5c(c4)OCO5)OCC13)OCO2 (centres undefined) | -1.2 | . | -4 | -10 | 3 | -6 | . | 101 | -6 | 22 | 10
O=[N+]([O-])c1ccc(C2C3C(c4ccccc4)=NC4(CCCCC4)N32)cc1 (centres undefined) | -1.4 | 3 | -9 | 29 | 9 | -6 | 14 | 83 | -14 | 13 | -29
Fc1ccccc1CNC1CN2CCC1CC2 (centres undefined) | -0.4 | -4 | -14 | -43 | -4 | -2 | 1 | 112 | 2 | -1 | 43
C=C1C2C[C@@]3([C@@H]1O)[C@@H](C[C@@H]2O)[C@@]12C4[C@@H]3C[C@@H]1[C@@](C)(CC[C@@H]2O)CN4CC | 0.5 | . | -12 | -6 | 12 | 2 | 405* | 88 | 9 | 6 | 6
CN1CCN(c2ccc(/C=C3\C(=O)NC(=S)N(c4cccc(Br)c4)C3=O)o2)CC1 | 2.5 | 12 | 6 | -18 | -1 | -6 | 0 | 160 | 3 | 4 | 18
C[C@H]1OC[C@@H](C[N+](C)(C)C)O1 | -2.0 | . | 0 | 10 | -9 | -2 | -7 | 114 | 11 | 5 | -8

These rows are one share of the data, so the mix of outcomes need not match the whole.
